# DRD3 agonist: agonists of human D3 dopamine receptor; max activation, %; D3R DiscoveRx beta-arrestin cells, luminescence, 90 min; 0.58% of 410,000 active; P35462; in the data active means max activation above about 30%; further: 0% is about no effect; mostly tested at two doses, the higher about 12 µM
# Target sequence (P35462 whole entry, looked up): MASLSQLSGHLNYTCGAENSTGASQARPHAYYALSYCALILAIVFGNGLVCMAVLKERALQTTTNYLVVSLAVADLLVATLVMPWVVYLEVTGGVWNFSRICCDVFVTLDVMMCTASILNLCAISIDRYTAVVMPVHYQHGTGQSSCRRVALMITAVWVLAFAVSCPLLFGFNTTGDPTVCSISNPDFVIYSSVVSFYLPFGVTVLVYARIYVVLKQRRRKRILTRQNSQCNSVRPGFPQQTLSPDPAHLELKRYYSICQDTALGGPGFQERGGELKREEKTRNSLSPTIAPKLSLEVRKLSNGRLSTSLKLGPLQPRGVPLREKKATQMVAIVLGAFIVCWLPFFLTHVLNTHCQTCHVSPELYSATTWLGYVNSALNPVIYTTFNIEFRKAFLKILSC
#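 Agonist-mode cell screen: cells plated at 1500/well and incubated overnight at 37 °C, then exposed to library compounds for 90 min at 37 °C. Detection reagent was added for 30–60 min at room temperature, and luminescence was read.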
# KB-V1 MDR tox: kills drug-selected multidrug resistant KB-V1 cells | AID 1347076 | Potency, µM (top dose mostly 46.1 µM), without a hit: at the top dose activity change, negative = cytotoxicity, actives largely listed as cytotoxic | KB-V1 MDR cells viability, CellTiter-Glo, 72 h | 3.4% of 400,000 active; further: potency means the concentration at half of the fitted maximal effect; on the % scale 0 is the no-effect control and ±100 the full control effect; nearly all actives have a fitted effect of over 60% in size
#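 Potencies derive from concentration-effect curves fitted to normalized luminescence (CellTiter-Glo) of KB-V1 cells treated for 72 h at 37 degrees C in phenol-red-free DMEM containing 10% FBS.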
# HEK293 tox: cytotoxicity in counter-screen for GLP-1R inverse agonists | HEK293 cAMP-luciferase reporter cells, luminescence, 24 h | Potency, µM (highest dose often 38.3 µM), for inactives: top-dose activity change, negative = inhibition, hits mostly inhibitors | 0.13% of 410,000 active;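 further: loss of luciferase light is scored as toxicity; potency means the concentration at half of the fitted maximal effect; on the % scale 0 is the no-effect control and ±100 the full control effect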
#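 1536-well qHTS counterscreen of the MLSMR; 200 cells/uL, 12 h pre-incubation, 23 nL cpd, 24 h at 37 deg C 5% CO2, luciferase detection reagent, 12 min RT, luminescence. Inhibition = undesired.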
# GLP1R inv ag: acts as inverse agonist at human GLP-1 receptor; Potency, µM (series often up to 38.3 µM), for the others: top-dose activity change, negative = inhibition, actives largely listed as inhibitors; HEK293 GLP-1R CRE-luciferase, luminescence, 24 h; GLP-1R form is constitutively active; P43220; 1.6% of 410,000 active; further: potency means the concentration at half of the fitted maximal effect; on the % scale 0 is the no-effect control and ±100 the full control effect; nearly all actives have a fitted effect of over 55% in size
#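 Using stably transfected HEK293 (constitutively active GLP-1R, cAMP-luciferase reporter), compounds were incubated 24 hr and luciferase measured by luminescence.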
# D3 antag: blocks the human D3 dopamine receptor; max response, negative = inhibition, %; AID 652054; 2.5% of 360,000 active; D3R cells, DiscoveRx beta-arrestin luminescence, antagonist mode; stronger effect = lower value; in the data active means max response below about -50%; inconclusive means no clear call, values can overlap the other calls; further: on the % scale 0 is the no-effect control and ±100 the full control effect; mostly tested at two doses, the higher about 12 µM
#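 Cells plated overnight at 1500 cells/well, then exposed to library compounds with dopamine controls for 90 minutes at 37 degrees C. DiscoveRx reagent added for 30–60 minutes at room temperature; luminescence read, quantitative HTS format.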
# TDP43 rescue: rescues yeast growth from TDP-43 toxicity. TDP-43 expressing yeast growth rescue, BacTiter-Glo, 24 h. Potency, µM (top dose mostly 46.1 µM), without a hit: at the highest dose growth rescue (activation), hits mostly activators. 1.8% of 410,000 active; further: potency means the concentration at half of the fitted maximal effect; % of control where 0% means no effect; nearly all actives have a fitted effect of over 50% in size
#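 In this qHTS, compounds that restore growth of yeast expressing TDP-43 appear as activators. Cells (OD600=0.02, galactose medium, raffinose-pregrown) are incubated with compound 24 hr at 30 deg C and growth is quantified by BacTiter-Glo.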
# GLP-1R agonist: activates the human GLP-1 receptor | HEK293 GLP-1R CRE-luciferase, luminescence, 4-6 h; cells express a hypersensitive GLP-1R form | 0.007% of 380,000 active | P43220 | Potency, µM (highest dose often 45.6 µM), inactives show at the highest dose activation, hits mostly activators | AID 624172; further: potency means the concentration at half of the fitted maximal effect; % of control where 0% means no effect
# PTHR1 ag: activates the human parathyroid hormone receptor PTHR1; Q03431; HEK293 GP2 PTHR1 cells, GloSensor cAMP luminescence, 1 h; Potency, µM (doses to about 115 µM), for inactives: top-dose activation, actives largely listed as activators; 0.075% of 410,000 active; AID 743266; further: potency means the concentration at half of the fitted maximal effect; nearly all actives have a fitted effect of over 55% in size; some results filed as inactive show a strong effect at the top dose; inactives centre near -15; many of its hits are not listed in these tables
# Target sequence (Q03431 whole entry, looked up): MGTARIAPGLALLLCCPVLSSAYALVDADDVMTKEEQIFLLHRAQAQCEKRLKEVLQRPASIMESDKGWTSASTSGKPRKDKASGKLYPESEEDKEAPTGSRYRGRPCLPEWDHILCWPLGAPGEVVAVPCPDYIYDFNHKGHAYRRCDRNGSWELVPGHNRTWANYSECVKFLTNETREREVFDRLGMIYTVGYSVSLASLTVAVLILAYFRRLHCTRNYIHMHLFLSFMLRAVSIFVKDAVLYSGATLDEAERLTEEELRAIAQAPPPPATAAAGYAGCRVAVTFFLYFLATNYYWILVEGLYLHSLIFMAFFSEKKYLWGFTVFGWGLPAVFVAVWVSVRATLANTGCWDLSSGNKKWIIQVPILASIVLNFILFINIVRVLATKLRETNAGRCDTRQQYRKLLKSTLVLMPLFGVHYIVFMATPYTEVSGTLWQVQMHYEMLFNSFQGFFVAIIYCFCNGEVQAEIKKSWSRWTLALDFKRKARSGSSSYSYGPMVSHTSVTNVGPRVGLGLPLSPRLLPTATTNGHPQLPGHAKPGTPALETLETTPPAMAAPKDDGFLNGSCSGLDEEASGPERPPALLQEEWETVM
#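 HEK-293-derived GP2 cells expressing PTHR1 and a GloSensor cAMP reporter, 3,000/well, plated overnight, given luciferin plus IBMX (each 0.5 mM as added) for 1 h at 37 °C, then compound for 1 h at 37 °C. Luminescence was read after 15 min at room temperature.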
# aSyn yeast inh: inhibitors of alpha-synuclein toxicity in yeast; AID 652106; Yeast expressing alpha-synuclein, growth rescue, BacTiter-Glo, 24 h; 0.14% of 370,000 active; Potency, µM (top dose mostly 46.1 µM), inactives show at the top dose growth rescue (activation), usual class: activators; further: potency means the concentration at half of the fitted maximal effect; % of control where 0% means no effect; nearly all actives have a fitted effect of over 65% in size
#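 Galactose-induced alpha-syn yeast (OD600=0.02, raffinose-pregrown) + pinned cpd, 24 hr, 30 deg C; growth by BacTiter-Glo luminescence. Growth restoration scores as activation.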
# * = called active by the depositor; i = inactive; u = inconclusive; x = not tested or not shown; & = joins results of further samples; [ ] = another dose, or the depositor's remark. Unless noted, the call rests on the fitted dose curve; in most records, active means well fitted curve in the direction sought with a large enough effect; inconclusive means small, poorly fitted or top-dose-only effect, or another doubt; inactive means no such curve, though single readings can be large; an effect the other way counts as inactive or inconclusive. Not all compounds are listed. The share of hits here may be higher or lower than overall.
# Results follow in this order: DRD3 agonist	KB-V1 MDR tox	HEK293 tox	GLP1R inv ag	D3 antag	TDP43 rescue	GLP-1R agonist	PTHR1 ag	aSyn yeast inh
COc1ccc(N2CCN(S(=O)(=O)CCNC(=O)COc3ccc(Cl)cc3)CC2)cc1
  -5	7%	-26%	2%	7	5%	3%	i	-1%
CC(=O)Nc1ccc(S(=O)(=O)N(C)CC(=O)Nc2ccccc2N2CCOCC2)cc1
  1	1%	-12%	4%	19	-2%	-12%	i	-8%
CCOC(=O)c1ccccc1NC(=O)Cn1nnc2sc3c(c2c1=O)CCCC3
  -1	16%	1%	12%	x	20%	x	i	x
COc1ccc(NC(=O)C2CCCN(C)C2)cc1OCC(C)C (stereo unspecified)
  -4	3%	-11%	-23%	-18	5%	-7%	i	-8%
Brc1ccc(-c2cnnc(N3CCCC3)n2)cc1
  0	u	-3%	28%	0	19%	10%	u	14%
CCCCCCCCCCOC(=O)Cn1c(COc2ccc(OC)cc2)[n+](C)c2ccccc21
  4&-13	5%&41%	u	u	u	-74%[inhibitor]	1%&0%	-11%&-19%	-22%&-39%
O=C(Nc1cccc(F)c1)/C(=C\c1ccco1)NC(=O)c1cccs1
  -4	6%	-3%	-16%	-5	17%	-7%	i	9%
CC(=O)Nc1ccc(NC(=O)COC(=O)CCNS(=O)(=O)c2c(Cl)cccc2Cl)cc1
  4	8%	-1%	4%	15	-17%	-12%	i	-2%
O=C(CN(Cc1ccc(Cl)c(Cl)c1)S(=O)(=O)c1ccccc1)N/N=C\c1ccc2c(c1)OCO2
  17	21µM*	-19%	2.2µM*	-18	21%	-5%	i	16%
O=C(COc1ccccc1)NC(=S)Nc1ccc(Br)cn1
  8	-1%	u	u	12	14%	0%	-15%	2%
Cc1cc(C)cc(NC(=O)CCn2c(=O)c3cccn3c3ccccc32)c1
  -4	u	-32%	u	4	7%	11%	-15%	2%
COc1cc(C(C)=O)ccc1OCC(O)CNCC(O)c1ccccc1 (stereo unspecified)
  2	-6%	-30%	8%	12	3%	1%	i	1%
CCOc1nc2ccccc2cc1/C=C/C(=O)O
  -7	u	21%	22%	-5	-14%[0.397 µM]	6%	i	-6%
CNC[C@H]1Oc2ccc(NC(=O)Nc3ccc(OC)cc3)cc2C(=O)N([C@@H](C)CO)C[C@H]1C
  9	2%	-4%	5%	21	18%	-4%	i	-3%
Cn1c(SCC(=O)NNC(=O)Nc2ccc(Cl)cc2)nnc1-c1ccccc1
  -11	24%	7%	-6%	1	-22%[1.82 µM]	7%	i	-3%
CCCOc1cccc(C(=O)Nc2cccc3cccnc23)c1
  9	9%	33%[activator]	-13%	x	21%	x	i	x
COc1cc(C)nc(N(C)C(C)=O)n1
  3	14%	3%	13%	-9	-9%	7%	-18%	2%
COc1ccccc1/C=C(/C(=O)OCC(=O)Nc1ccccc1C(C)C)c1ccccc1
  -4	-9%	-1%	u	-29	0%	-3%	-50%[inhibitor]	-3%
N#C/C(=C\c1ccc(N2CCOCC2)o1)C(=O)N1CCOCC1
  -1	4%	u	22%	37	-13%	9%	i	-2%
CC(C)(C)OC(=O)N1CCN(Cc2ccc(F)c(B(O)O)c2)CC1
  10	0%	3%	3%	12	5%	-2%	0%	-3%

# Next part
# Results follow in this order: DRD3 agonist	KB-V1 MDR tox	HEK293 tox	GLP1R inv ag	D3 antag	TDP43 rescue	GLP-1R agonist	PTHR1 ag	aSyn yeast inh
C=CCN(C(=O)c1ccc2snnc2c1)c1ccccc1
  4	-3%	-5%	-12%	-19	19%	5%	i	8%
O=S(=O)(c1ccccc1)c1nc(-c2ccccc2)oc1N1CCN(c2cccc(Cl)c2)CC1
  -2	13%	6%	5%	x	3%	x	i	x
Cc1cc(C)cc(NC(=O)C(OC(=O)c2sccc2C)c2ccccc2)c1 (stereo unspecified)
  -13	-3%	-4%	22%	-24	6%	8%	i	-4%
CCCC/C(O)=C/c1nc2ccccc2[nH]c1=O
  -2	-7%	1%	60%[activator]	-17	0%	32%	i	-4%
Cc1ccc(CC2CC(=O)N(c3nc(C)cc(C)n3)C2=O)cc1 (stereo unspecified)
  1	-11%	19%	-1%	1	-2%	0%	i	0%
COc1ccc(N(CC(=O)N2CCC(Cc3ccccc3)CC2)S(C)(=O)=O)cc1
  -10	u	5%	-29%	-18	-3%	13%	-46%[inhibitor]	-8%
CCN1C(=O)c2ccccc2Sc2ccc(NC(C)=O)cc21
  8	-16%	0%	u	x	-17%	x	i	x
CC(C)(C)NC(=O)C(c1cc2ccccc2o1)n1c(-c2ccc(-c3ccccc3)cc2)nc2ccccc21 (stereo unspecified)
  -7	u	6%	u	0	2%	x	-44%[inhibitor]	5%
CC(C)CCOc1ccc(C(=O)C[N+]2(C)CCOCC2)cc1
  5	2%	-4%	u	3	5%	-9%	i	6%
O=C(NC1CCCC1)C1c2ccccc2OCC(=O)N1Cc1cccnc1 (stereo unspecified)
  6	-25%	7%	13%	u	13%	-2%	12%	1%
S=c1[nH]nc(-c2ccccn2)n1/N=C/c1ccco1
  -9	0%	1%	19%	u	1%	1%	9%	-6%
CCC1(c2ccc(F)cc2)NC(=O)N(CC(=O)Nc2ccc(C(N)=O)cc2)C1=O (stereo unspecified)
  -1	0%	3%	-5%	1	5%	8%	-6%	1%
Cc1ccc2cc(C#N)c(NCc3ccco3)nc2c1
  -2	-28%	10%	106%[activator]	0	8%	10%	i	-13%
CCCn1c(SCC(=O)N2CCCCC2)nc2c1c(=O)n(C)c(=O)n2C
  1	-11%	-7%	6%	3	-7%	32%	i	-3%
CCCOc1ccc(N2CC(C(=O)Nc3ccc4c(c3)OCO4)CC2=O)cc1 (stereo unspecified)
  -1	4%	2%	-13%	0	11%	-2%	-19%	-1%
Cc1cc(C)cc(N2C(=O)N(c3ccccc3C)C3CS(=O)(=O)CC32)c1 (stereo unspecified)
  2	-23%	-17%	4%	7	-14%	-1%	i	0%
O=C(/C=C/Nc1ccccc1F)c1cccs1
  1	-2%	67%[activator]	u	7	21%	-5%	-94%	0%
COc1ccc(CNC(=O)COc2ccccc2C(=O)c2cnn(-c3ccccc3)c2)cc1OC
  5	u	13%	7%	4	u	22%	-42%[inhibitor]	7%
Cc1ccc(C(=O)OCC(=O)NC2CCCC2)cc1
  1	-4%	-2%	8%	-1	16%	14%	-10%	1%
NC(c1csc(Nc2nccc(C(F)(F)F)n2)n1)C1CCCCC1 (stereo unspecified)
  0	-18%	-25%	u	19	0%	-8%	-15%	3%

# Next results follow:
smiles | DRD3 agonist | KB-V1 MDR tox | HEK293 tox | GLP1R inv ag | D3 antag | TDP43 rescue | GLP-1R agonist | PTHR1 ag | aSyn yeast inh
COc1cc(/C=C/C(=O)Nc2cc(C(F)(F)F)ccc2Cl)cc(OC)c1OC | 7 | u | -11% | u | 7 | 22µM* | -1% | -9%[57.5 µM] | 0%
CC(O)CC(=O)NOCc1ccccc1 (stereo unspecified) | 1 | 0% | -4% | 4% | 19 | 5% | -2% | -18% | -2%
CCOC(=O)C1=NNC(=O)C1 | 4 | u | 6% | 10% | 4 | 14% | -6% | i | 1%
COc1cccc(N(C(=O)Cc2cccs2)C(C(=O)NC2CCCC2)c2ccncc2)c1 (stereo unspecified) | -1 | 3% | -3% | 18% | -2 | 1% | 13% | -12% | 0%
CC(=O)c1csc(-c2cccc(-c3nc4ccc(Cl)cn4c3NC3CCCCC3)c2)c1 | 15 | 5% | 25% | -7% | -2 | -13% | 5% | -31%[inhibitor] | 12%
Cc1ccc(/C(O)=C2\C(=O)C(=O)N(c3cc(C)on3)C2c2cccc(Cl)c2)cc1 (stereo unspecified) | -2 | -7% | -6% | u | 6 | -7% | -11% | 17%[57.5 µM] | 18%
COc1ccc(/C=C2\SC(=S)N(CCC(=O)N3CCOCC3)C2=O)cc1 | 6 | 3% | -3% | 9% | 8 | -18% | -3% | i | 1%
O=C(CCn1c(=S)oc2ccccc21)Nc1ccccc1Br | -2 | -3% | 4% | 11% | -3 | 21% | 9% | i | -8%

# Pulled by compound from the list above:
smiles | DRD3 agonist | KB-V1 MDR tox | HEK293 tox | GLP1R inv ag | D3 antag | TDP43 rescue | GLP-1R agonist | PTHR1 ag | aSyn yeast inh
COc1cc(/C=C/C(=O)Nc2cc(C(F)(F)F)ccc2Cl)cc(OC)c1OC | 7 | u | -11% | u | 7 | 22µM* | -1% | -9%[57.5 µM] | 0%
CCCOc1cccc(C(=O)Nc2cccc3cccnc23)c1 | 9 | 9% | 33%[activator] | -13% | x | 21% | x | i | x
COc1ccc(NC(=O)C2CCCN(C)C2)cc1OCC(C)C (stereo unspecified) | -4 | 3% | -11% | -23% | -18 | 5% | -7% | i | -8%

# Of the compounds above, these contain an NH in an aromatic ring:
smiles | DRD3 agonist | KB-V1 MDR tox | HEK293 tox | GLP1R inv ag | D3 antag | TDP43 rescue | GLP-1R agonist | PTHR1 ag | aSyn yeast inh
CCCC/C(O)=C/c1nc2ccccc2[nH]c1=O | -2 | -7% | 1% | 60%[activator] | -17 | 0% | 32% | i | -4%
S=c1[nH]nc(-c2ccccn2)n1/N=C/c1ccco1 | -9 | 0% | 1% | 19% | u | 1% | 1% | 9% | -6%
